Screening data from PubChem.
MITF act: MITF TRPM1 promoter activation in melanoma cells; SK-MEL-5 TRPM1-promoter luciferase, 24 h; % of positive control, neutral wells = 0; activation, % at 12.5 µM; hit rate 0.75% among 300,000;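 active = mean activation of at least 80% with every replicate also reaching 80%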;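 note: 0% = neutral control wells and 100% = parthenolide positive control wells; values of inactives mirror those of a sister screen read the other way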
CDK5 p35 inh: blocks human CDK5/p35 kinase activity; hit rate 0.01% among 330,000; Recombinant CDK5/p35, ADP-Glo luminescence, 60 min; inhibition, % at 10 µM; Q00535+Q15078; AID 488839;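 active = highest replicate inhibition of at least 50% and at least 75% of replicates reaching 50%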;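 note: plate controls were DMSO neutral control for no effect and GW8510 at 10 µM for full effect; many of its hits are not listed in these tables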
RTF Ca sens act: increases calcium sensitivity of human cardiac regulated thin filaments | P19429+P45379 | IANBD-labeled TnC RTF fluorescence at EC20 calcium; 0% EC20 calcium, 100% full calcium | activation, % at 7.2 µM | hit rate 0.24% among 340,000 | AID 493008;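 active = activation above the mean over all tested compounds plus 3 SD, cut at about 30% in these data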;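 note: rise in fluorescence read as greater calcium sensitivity of cardiac thin filaments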
Wnt act: activates Wnt/beta-catenin signaling in a reporter cell assay | activator, plate reader | activation, % at 9.35 µM | hit rate 1.2% among 300,000; in the data active = activation above about 30%, passing the limit was not always enough;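 note: 0% = neutral control wells and 100% = positive control wells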
CAL PDZ FP-1: blocks peptide binding to the human CAL PDZ domain; hit rate 0.92% among 300,000; inhibition, % at 24.9 µM; AID 602252; Q9HD26; purified CAL PDZ, TMR-peptide fluorescence polarization, 1 h;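 active = mean inhibition of at least 30% with at least half of replicates also reaching 30%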;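 note: 0% = DMSO neutral control and 100% = excess unlabeled competitor peptide PRC23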
CAL PDZ FP-2: human CAL PDZ-peptide interaction inhibition; Q9HD26; purified CAL PDZ, TMR-peptide fluorescence polarization, 1 h; inhibition, % at 20 µM; hit rate 0.02% among 330,000; AID 504414;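 active = highest replicate inhibition of at least 40%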;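 note: plate controls were DMSO neutral control wells for no effect and unlabeled competitor peptide control wells for full effect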
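Control set: unlabelled peptide and DMSO controls / Material: purified CerCALP PDZ construct / Timing: 1 h incubation at room temperature before polarization reading / Doses: 20 µM, one dose / Detection: fluorescence polarization (mP)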
Rtt109 HAT inh: C. albicans Rtt109 histone acetyltransferase inhibition; Q5AAJ8; purified Rtt109/Vps75, ThioGlo CoA-SH fluorescence, 4 h; AID 540336; inhibition, % at 34.9 µM; hit rate 0.16% among 330,000;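 active = inhibition of at least 50% in every replicate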
Target sequence (Q5AAJ8 whole entry, looked up): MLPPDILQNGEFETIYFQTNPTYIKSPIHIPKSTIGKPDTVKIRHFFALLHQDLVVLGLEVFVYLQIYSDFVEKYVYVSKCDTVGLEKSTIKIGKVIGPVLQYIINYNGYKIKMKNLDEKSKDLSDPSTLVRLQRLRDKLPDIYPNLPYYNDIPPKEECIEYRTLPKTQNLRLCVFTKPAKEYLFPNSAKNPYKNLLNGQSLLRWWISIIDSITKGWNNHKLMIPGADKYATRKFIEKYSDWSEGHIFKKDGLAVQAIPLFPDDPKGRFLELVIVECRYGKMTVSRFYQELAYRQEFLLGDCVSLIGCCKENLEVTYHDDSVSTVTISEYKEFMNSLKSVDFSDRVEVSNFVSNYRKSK
dFosB act: enhances mouse delta FosB homodimer DNA binding | P13346 | purified delta FosB, TAMRA-CDK5 oligo fluorescence polarization; percent of positive-control signal above neutral wells | activation, % at 25 µM | hit rate 0.99% among 340,000 | AID 493131;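 active = mean activation above about 17%, with every replicate also reaching it, limit read from the data, passing the limit was not always enough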;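 note: fluorescence polarization rise as delta FosB binds a TAMRA Cdk5 AP-1 oligo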
Target sequence (P13346 whole entry, looked up): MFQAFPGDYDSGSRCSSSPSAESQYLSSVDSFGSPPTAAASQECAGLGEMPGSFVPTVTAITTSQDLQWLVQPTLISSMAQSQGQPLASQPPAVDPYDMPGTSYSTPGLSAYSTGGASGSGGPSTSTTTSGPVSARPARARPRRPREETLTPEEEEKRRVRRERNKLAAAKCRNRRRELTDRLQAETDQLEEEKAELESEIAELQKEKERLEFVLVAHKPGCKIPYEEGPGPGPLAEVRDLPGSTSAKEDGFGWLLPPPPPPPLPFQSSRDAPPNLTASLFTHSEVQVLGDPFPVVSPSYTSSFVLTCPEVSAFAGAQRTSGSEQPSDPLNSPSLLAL
Tat transport: E. coli Tat transport inhibition; E. coli MC4100 TorA-mCherry Tat export, fluorescence; inhibition, % at 10 µM; hit rate 0.036% among 340,000;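 active = mean replicate inhibition at least 50% and at least half of replicates individually reaching 50%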;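 note: exported cargo escapes ClpAP degradation while cytoplasmic cargo is degraded and loses fluorescence; 0% = median of neutral control wells and 100% = median of NaSCN control wells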
V-ATPase pH: yeast V-ATPase proton transport regulation by pHLuorin. AID 504577. hit rate 0.37% among 350,000. response, % at 10 µM. S. cerevisiae, pHLuorin cytosolic pH fluorescence; in the data active = response mostly above about 7.3%, no sharp cut-off; inactive = mostly below about 5.4%; note: actives read high; inactives centre near 0; some compounds called inactive have numbers as strong as hits
* = called active by the depositor.

`COc1cccc2c1C(=O)c1c(O)c3c(c(O)c1C2=O)C[C@@](O)(C(=O)CO)C[C@@H]3OC1CC(N)C(O)C(C)O1` (stereo partly specified) gave CDK5 p35 inh 1.6, RTF Ca sens act 115*, Wnt act -10, CAL PDZ FP-1 6, CAL PDZ FP-2 12, Rtt109 HAT inh -2, dFosB act -406, Tat transport -21 and V-ATPase pH -4.
COc1ncnc2c1oc1nc(CC(C)C)c3c(c12)CCCC3 was read as MITF act 22, CDK5 p35 inh 1.6, RTF Ca sens act 0, CAL PDZ FP-1 -1, CAL PDZ FP-2 -2.1, Rtt109 HAT inh -4, dFosB act 1, Tat transport 4 and V-ATPase pH 1.
COc1ccc(/C=N/NC(=O)c2c(C)nc3ccc(Br)cn23)cc1OC was read as CDK5 p35 inh 2.3, RTF Ca sens act 3, Wnt act -3, CAL PDZ FP-1 -3, CAL PDZ FP-2 -1.3, Rtt109 HAT inh 4, dFosB act 3, Tat transport -2 and V-ATPase pH -2.
CC1(C)CC(=O)C2=C(C1)OC(N)=C(C#N)C2C1CC=CCC1 (stereo unspecified) was read as MITF act -11, CDK5 p35 inh -1.5, RTF Ca sens act 5, Wnt act 0, CAL PDZ FP-1 -2, CAL PDZ FP-2 -1.5, Rtt109 HAT inh -9, dFosB act -17, Tat transport -4 and V-ATPase pH -2.
`C[C@@]12CCC=C[C@H]1[C@H](c1ccccc1Br)N(Cc1ccccc1)C2=O` gave MITF act 2, CDK5 p35 inh -0.2, RTF Ca sens act 0, Wnt act -1, CAL PDZ FP-1 1, CAL PDZ FP-2 -0.4, Rtt109 HAT inh 2, dFosB act -9, Tat transport 15 and V-ATPase pH 2.
For COc1ccc2nc(C)cc(SCC(=O)N/N=C/c3ccccc3)c2c1 the results were MITF act -1, CDK5 p35 inh -0.1, RTF Ca sens act -1, Wnt act -1, CAL PDZ FP-1 -4, CAL PDZ FP-2 -3.5, Rtt109 HAT inh 5, dFosB act -15, Tat transport 2 and V-ATPase pH 0.
Cc1[nH]c2ccccc2c1C(=O)CSc1ccccc1 was read as MITF act 14, CDK5 p35 inh 1.1, RTF Ca sens act -11, CAL PDZ FP-1 -2, CAL PDZ FP-2 0.0, Rtt109 HAT inh 3, dFosB act 6, Tat transport 14 and V-ATPase pH -3.
`Cc1ccc(-c2nc(CSCC(=O)NCc3cccnc3)c(C)o2)cc1` gave CDK5 p35 inh -1.1, RTF Ca sens act -3, CAL PDZ FP-1 -1, CAL PDZ FP-2 0.5, Rtt109 HAT inh -16, dFosB act -7, Tat transport -1 and V-ATPase pH 2.
`O=C(CSc1nnc(SCc2ccccc2)s1)N/N=C/c1c[nH]c2ccccc12` gave MITF act 13, CDK5 p35 inh 2.1, RTF Ca sens act 4, Wnt act 2, CAL PDZ FP-1 1, CAL PDZ FP-2 -0.6, Rtt109 HAT inh -1, dFosB act -14, Tat transport 6 and V-ATPase pH -3.
Screening COc1ccc(S(=O)(=O)N2CCN(CC(O)CN3CCOCC3)CC2)cc1 (stereo unspecified) returned MITF act 0, CDK5 p35 inh 0.5, RTF Ca sens act -6, Wnt act 53*, CAL PDZ FP-2 -1.2, Rtt109 HAT inh 0, dFosB act 2, Tat transport -8 and V-ATPase pH -5.
For Cc1cccc(Nc2c3c(nc4ncnn24)CCC3)c1 the results were MITF act 0, CDK5 p35 inh -2.0, RTF Ca sens act -2, Wnt act 3, CAL PDZ FP-1 -1, CAL PDZ FP-2 -2.7, Rtt109 HAT inh 0, dFosB act -3, Tat transport 4 and V-ATPase pH 1.
`CCOC(=O)c1[nH]c(C)c(C)c1C` gave CDK5 p35 inh -0.4, RTF Ca sens act 10, CAL PDZ FP-1 0, CAL PDZ FP-2 -2.3, Rtt109 HAT inh -26, dFosB act -1, Tat transport 9 and V-ATPase pH -5.

Grouped by structure: those above with an NH in an aromatic ring
Cc1[nH]c2ccccc2c1C(=O)CSc1ccccc1 was read as MITF act 14, CDK5 p35 inh 1.1, RTF Ca sens act -11, CAL PDZ FP-1 -2, CAL PDZ FP-2 0.0, Rtt109 HAT inh 3, dFosB act 6, Tat transport 14 and V-ATPase pH -3.
`O=C(CSc1nnc(SCc2ccccc2)s1)N/N=C/c1c[nH]c2ccccc12` gave MITF act 13, CDK5 p35 inh 2.1, RTF Ca sens act 4, Wnt act 2, CAL PDZ FP-1 1, CAL PDZ FP-2 -0.6, Rtt109 HAT inh -1, dFosB act -14, Tat transport 6 and V-ATPase pH -3.
`CCOC(=O)c1[nH]c(C)c(C)c1C` gave CDK5 p35 inh -0.4, RTF Ca sens act 10, CAL PDZ FP-1 0, CAL PDZ FP-2 -2.3, Rtt109 HAT inh -26, dFosB act -1, Tat transport 9 and V-ATPase pH -5.

Going on with the list.
`Cc1ccc2nc(NC(=O)CC3Oc4ccccc4NC3=O)sc2c1` (stereo unspecified) gave MITF act 11, CDK5 p35 inh -1.5, RTF Ca sens act 1, Wnt act -3, CAL PDZ FP-1 0, CAL PDZ FP-2 -2.5, Rtt109 HAT inh -2, dFosB act 3, Tat transport 8 and V-ATPase pH 0.
For O=C(NCCc1ccc(O)c(O)c1)C1COc2ccccc2O1 (stereo unspecified) the results were MITF act -6, CDK5 p35 inh -0.2, RTF Ca sens act -6, Wnt act -4, CAL PDZ FP-1 -4, CAL PDZ FP-2 -0.1, Rtt109 HAT inh 3, dFosB act -13, Tat transport -3 and V-ATPase pH -1.
Screening C/C(N)=C(/C#N)C(=O)CSc1nn(-c2ccc(Cl)cc2)c(=S)s1 returned MITF act 49, CDK5 p35 inh -2.4, RTF Ca sens act 3, Wnt act 4, CAL PDZ FP-1 -2, CAL PDZ FP-2 -3.1, Rtt109 HAT inh 11, dFosB act -3, Tat transport 6 and V-ATPase pH -1.
C[C@H](NC(=O)c1ccccc1Cl)C(=O)Nc1ccccc1F was read as MITF act -5, CDK5 p35 inh -1.3, RTF Ca sens act -5, Wnt act 0, CAL PDZ FP-1 -2, CAL PDZ FP-2 -1.9, Rtt109 HAT inh -5, dFosB act 0, Tat transport -2 and V-ATPase pH -2.
Screening COc1ccc(NC(=O)C(c2ccccc2)c2ccccc2)c(OC)c1 returned MITF act -12, CDK5 p35 inh 1.9, RTF Ca sens act 8, Wnt act 3, CAL PDZ FP-1 -7, CAL PDZ FP-2 1.1, Rtt109 HAT inh 1, dFosB act -4, Tat transport 13 and V-ATPase pH 3.
Screening COc1cccc(C2NC(=O)c3ccccc3O2)c1OC (stereo unspecified) returned MITF act -3, CDK5 p35 inh 1.4, RTF Ca sens act -4, Wnt act 2, CAL PDZ FP-1 0, CAL PDZ FP-2 -0.4, Rtt109 HAT inh 4, dFosB act -1, Tat transport -9 and V-ATPase pH -2.
Screening Cc1c(OC(=O)CNC(=O)OC(C)(C)C)ccc2c3c(c(=O)oc12)CCC3 returned CDK5 p35 inh -4.9, RTF Ca sens act -1, Wnt act 0, CAL PDZ FP-1 -13, CAL PDZ FP-2 0.7, Rtt109 HAT inh 0, dFosB act -3, Tat transport 10 and V-ATPase pH -1.
Screening COc1ccc(C(=O)NCS(=O)(=O)c2ccc(C)cc2)cc1 returned CDK5 p35 inh 1.8, RTF Ca sens act 0, Wnt act -2, CAL PDZ FP-1 7, CAL PDZ FP-2 -0.5, Rtt109 HAT inh -11, dFosB act 3, Tat transport -5 and V-ATPase pH -3.
For O=[N+]([O-])c1ccc(C(O)CN2CCN(Cc3ccccc3)CC2)cc1 (stereo unspecified) the results were MITF act 0, CDK5 p35 inh 3.3, RTF Ca sens act 0, Wnt act 0, CAL PDZ FP-1 9, CAL PDZ FP-2 0.5, Rtt109 HAT inh -4, dFosB act -1, Tat transport -2 and V-ATPase pH 0.
Screening COc1ccccc1N1CCN(C(=O)C2CCCO2)CC1 (stereo unspecified) returned MITF act -5, CDK5 p35 inh -1.5, RTF Ca sens act 3, CAL PDZ FP-1 5, CAL PDZ FP-2 -0.1, Rtt109 HAT inh 9, dFosB act 0, Tat transport 8 and V-ATPase pH 2.
`COc1cc(CCC(=O)N2CCN(c3ccc([N+](=O)[O-])cc3)CC2)cc(OC)c1OC` gave MITF act 6, CDK5 p35 inh -1.5, RTF Ca sens act -6, Wnt act 4, CAL PDZ FP-1 1, CAL PDZ FP-2 0.1, Rtt109 HAT inh -6, dFosB act -13, Tat transport 3 and V-ATPase pH 4.
`Cc1cccc(OCC(=O)OCC(=O)N2CCCc3ccccc32)c1C` gave MITF act -2, CDK5 p35 inh -4.3, RTF Ca sens act 0, Wnt act -1, CAL PDZ FP-1 0, CAL PDZ FP-2 -0.1, Rtt109 HAT inh -2, dFosB act -7, Tat transport 7 and V-ATPase pH 1.
Screening CC(C)N(c1ccccc1)c1ccc(NC(=S)NCCN(C)C)cc1 returned MITF act 6, CDK5 p35 inh 1.4, RTF Ca sens act 1, Wnt act 3, CAL PDZ FP-2 -1.0, Rtt109 HAT inh -7, dFosB act -7, Tat transport -3 and V-ATPase pH -4.
Screening CCN(CC)S(=O)(=O)c1ccc(C)c(NC(=O)CN2C(=O)NC3(CCCC3)C2=O)c1 returned MITF act 5, CDK5 p35 inh 1.2, RTF Ca sens act -4, Wnt act -3, CAL PDZ FP-1 -2, CAL PDZ FP-2 -0.7, Rtt109 HAT inh 1, dFosB act -2, Tat transport -1 and V-ATPase pH -3.
Cc1ccc(-c2nc(N=Nc3ccc(O)cc3)n[nH]2)cc1 was read as MITF act 9, CDK5 p35 inh 2.0, RTF Ca sens act 1, CAL PDZ FP-1 16, CAL PDZ FP-2 -1.3, Rtt109 HAT inh -3, dFosB act 0, Tat transport -1 and V-ATPase pH 6.
`CCCC(C)NC(=O)CN(c1ccc2c(c1)OCCO2)S(=O)(=O)c1ccccc1` (stereo unspecified) gave MITF act -2, CDK5 p35 inh -2.2, RTF Ca sens act -2, Wnt act -1, CAL PDZ FP-1 1, CAL PDZ FP-2 -0.2, Rtt109 HAT inh 0, dFosB act -7, Tat transport 4 and V-ATPase pH 2.
Screening CC(=O)C[C@H](O)CC(=O)[C@@H]1OC(=O)CCCCCCCCc2ccccc21 returned MITF act -16, CDK5 p35 inh 1.0, RTF Ca sens act 1, Wnt act -1, CAL PDZ FP-1 -3, CAL PDZ FP-2 -0.7, Rtt109 HAT inh -3, dFosB act 4, Tat transport -4 and V-ATPase pH -2.
`COc1cc2c(CCNC(C)=O)c[nH]c2cc1O` gave MITF act -2, CDK5 p35 inh 0.6, RTF Ca sens act 5, Wnt act -7, CAL PDZ FP-1 -3, CAL PDZ FP-2 0.2, Rtt109 HAT inh -15, dFosB act 0, Tat transport -2 and V-ATPase pH 1.
